High-throughput results from PubChem BioAssay.
NR2E3 ag-1: activates human photoreceptor nuclear receptor NR2E3 | Q9Y5X4 | GST-NR2E3/biotin-RetCOR TR-FRET, 1536-well | inhibition of corepressor binding, % at 4.78 µM | hit rate 0.12% among 320,000 | AID 2300;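 active means percent inhibition above the cutoff of mean plus 3 SD of all tested compounds, set per screening campaign, cut at about 20% in these data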;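 further: 0% = DMSO wells and 100% = biotin wells as full block of FRET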
Target sequence (Q9Y5X4 whole entry, looked up): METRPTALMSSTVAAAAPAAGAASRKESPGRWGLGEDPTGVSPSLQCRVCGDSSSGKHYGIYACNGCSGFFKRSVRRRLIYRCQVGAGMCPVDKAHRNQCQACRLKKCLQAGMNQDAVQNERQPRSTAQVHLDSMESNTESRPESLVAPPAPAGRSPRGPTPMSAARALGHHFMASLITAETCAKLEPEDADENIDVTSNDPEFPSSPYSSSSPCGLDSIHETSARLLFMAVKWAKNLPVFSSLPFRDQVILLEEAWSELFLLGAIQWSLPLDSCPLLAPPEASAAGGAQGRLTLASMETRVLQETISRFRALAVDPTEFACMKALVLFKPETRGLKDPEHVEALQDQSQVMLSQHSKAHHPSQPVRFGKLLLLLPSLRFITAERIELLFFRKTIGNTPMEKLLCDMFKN
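Material: NR2E3–RetCOR corepressor complex | Quantity: 1.35 nM GST-tagged NR2E3 final | Schedule: 5 h at 4 °C | Replication: Singlicate compound wells | Reagent: RetCOR corepressor, biotinylated, 7 nM | Controls: Biotin wells as high control, 0.6% DMSO wells as low control | Signal: TR-FRET, Eu(K)-anti-GST donor, streptavidin-D2 acceptor, ex 340, em 617/671 nm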
Peg3 promoter: Peg3 promoter activity inhibition; HeLa PEG-Prom luciferase reporter, luminescence, overnight; inhibition, % at 20 µM; hit rate 1.7% among 360,000;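 active means inhibition of at least 50% at 20 µM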
H9c2 protect: myocardial damage modulation in H9c2 cells; H9c2 cardiomyocytes, H2O2 injury protection, ATPLite, 2 h; protection from H2O2 cell death, % at 20 µM; hit rate 0.63% among 360,000;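 active means compounds giving at least 50% protection of heart cells from peroxide-induced death in the single-dose screen, raw or plate-pattern-corrected value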;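 further: 0% = DMSO wells with peroxide and 100% = DMSO wells without peroxide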
PDI turbidity: inhibitors of human protein disulfide isomerase; P07237; PDI insulin aggregation turbidity, A650, 90 min; inhibition, % at 10 µM; hit rate 0.052% among 350,000;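 active means mean inhibition across replicates of 30% or more, whatever share of single replicates reach that level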;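 further: absorbance from insulin aggregation driven by PDI reduction with DTT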
Target sequence (P07237 whole entry, looked up): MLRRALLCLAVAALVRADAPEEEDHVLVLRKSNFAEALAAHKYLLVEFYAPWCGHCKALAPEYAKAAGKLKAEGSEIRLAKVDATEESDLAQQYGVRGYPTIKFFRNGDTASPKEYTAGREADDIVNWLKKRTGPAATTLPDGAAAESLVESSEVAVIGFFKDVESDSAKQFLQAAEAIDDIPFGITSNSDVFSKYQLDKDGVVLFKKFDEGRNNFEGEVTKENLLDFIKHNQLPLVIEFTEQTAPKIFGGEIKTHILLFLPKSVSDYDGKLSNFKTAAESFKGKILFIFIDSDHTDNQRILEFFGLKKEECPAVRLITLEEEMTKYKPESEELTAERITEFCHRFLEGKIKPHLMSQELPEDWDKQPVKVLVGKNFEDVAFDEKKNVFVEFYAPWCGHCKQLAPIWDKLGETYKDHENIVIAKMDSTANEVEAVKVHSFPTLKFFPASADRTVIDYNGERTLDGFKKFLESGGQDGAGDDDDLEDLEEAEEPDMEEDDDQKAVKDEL
NR2E3 ag-2: agonists of human NR2E3 nuclear receptor | Q9Y5X4 | inhibition of corepressor binding, % at 3.98 µM | AID 602229 | hit rate 0.35% among 360,000 | CHO-S Gal4-NCOR/VP16-NR2E3 two-hybrid, luciferase;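 active means inhibition above the mean of all tested compounds plus 3 SD, cut at about 70% in these data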;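 further: 0% = DMSO with NR2E3 transfected cells and 100% = cells lacking NR2E3 construct; higher means lower luciferase signal from less NR2E3 corepressor binding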
MITF TRPM1 inh: inhibitors of MITF-driven TRPM1 promoter in melanoma cells | inhibition, % at 12.5 µM | SK-MEL-5 TRPM1 promoter luciferase, 24 h | hit rate 0.83% among 330,000 | AID 488899;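 active means mean inhibition across replicates of 60% or more, whatever share of single replicates reaches that level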; further: values of inactives mirror those of a sister screen read the other way
m5-HT2A agonist: agonists of mouse serotonin 5-HT2A receptor (HTR2A); CHO-K1 mHTR2A beta-arrestin complementation, luminescence; percent of 30 µM serotonin response; activation, % at 7.6 µM; hit rate 0.66% among 360,000; P35363; AID 624169;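 active means activation above a run cutoff, the mean activation of all tested compounds plus 3 SD, cut at about 14% in these data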;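 further: 0% = plate median of compound wells and 100% = 30 µM serotonin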
HIF-2a inh: blocks HIF-2a reporter activity; 786-0 RCC cells HIF-2a reporter, luciferase luminescence, overnight; inhibition, % at 18.8 µM; hit rate 0.72% among 360,000; AID 624352;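 active means inhibition of the luminescence signal of 40% or more relative to plate controls, in a single-dose primary screen at 18.75 µM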
iPSC survival up: hiPSC single-cell survival enhancement; hit rate 0.044% among 360,000; survival enhancement, % at 20 µM; ATPlite luminescence; 100% = ROCK inhibitor wells, 0% = DMSO; in the data active means survival enhancement above about 18%;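 further: cells exposed to compounds for 16 hours before the ATP read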
CaV13 FRET inh: Primary screen for inhibitors of IQ motif and Ca2+-dependent inactivation inhibitor domain binding in CACNA1D, Förster resonance energy transfer in living cells, …. inhibition, % at 12.3 µM. HEK cells, CFP/YFP FRET ICDI-IQ, plate reader, 10 min; percent FRET-ratio fall versus neutral wells. hit rate 0.098% among 340,000. AID 743397;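 active means mean replicate inhibition of at least 30% and at least 1% of replicates passing that level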;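 further: 0% = median of the neutral control wells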
Shn3 3UTR inh: inhibitors of Schnurri-3 3'UTR reporter in osteoblasts | Clone20 osteoblast Shn3 3'UTR firefly luciferase, 24 h | inhibition, % at 12.5 µM | hit rate 0.52% among 360,000 | AID 588674;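 active means mean inhibition of at least 75% with every replicate also reaching 75%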;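 further: 0% = median of neutral control wells and 100% = pilot-screen positive control compound; some compounds past the cut are filed as inactive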
* hit, by the source's call; · = no result given. This is a random part of the collection (roughly 3.9% active in at least one column).

SMILES	NR2E3 ag-1	Peg3 promoter	H9c2 protect	PDI turbidity	NR2E3 ag-2	MITF TRPM1 inh	m5-HT2A agonist	HIF-2a inh	iPSC survival up	CaV13 FRET inh	Shn3 3UTR inh
Cc1ccc(S(=O)(=O)N2CN(CC3CCCO3)c3nc4ccccc4nc32)cc1 (stereo unspecified)	1	8	-5	5	-8	-3	7	-34	-0.4	-7	-1
COc1ccc(-c2[nH][nH]c(=O)c2NC(=O)c2ccc(C)cc2)cc1	·	1	-4	·	-28	·	-4	5	2.0	-4	-8
COc1cc2c(cc1OC)CN(C(=O)c1cc(S(=O)(=O)N3CCOCC3)ccc1C)CC2	9	-12	-1	-1	6	-7	4	-21	-0.2	-6	-14
O=C(NCc1ccco1)C(=O)NCC1OCCN1S(=O)(=O)c1ccc(F)cc1 (stereo unspecified)	3	1	0	·	-20	·	-1	3	-4.2	-7	-20
O=C(/C=C/c1ccccc1)OCN1C(=O)c2ccccc2C1=O	-3	13	-2	12	-32	-6	-2	7	0.3	-1	19
OC(Cn1nnc2ccccc21)Cn1c(C(F)(F)F)nc2ccccc21 (stereo unspecified)	-1	17	-6	9	1	7	2	4	6.7	·	11
COC(=O)C1(O)CC(C(C)C)=NN1C(=O)c1ccc(Cl)cc1 (stereo unspecified)	4	-7	1	8	-11	2	1	11	-2.8	·	-6
COC(=O)CC1C(=O)NCCN1Cc1cn(-c2ccc(C)cc2)nc1-c1cccc(C)c1 (stereo unspecified)	2	-13	6	3	-21	-16	-3	-35	-0.4	5	14
Cc1c(C)c(C)c(S(=O)(=O)N2CCNCC2)c(C)c1C	3	-24	-3	5	-1	-2	1	21	-1.7	-4	23
CN1CC(O)(C(O)C(O)C(O)CO)SC1=S (stereo unspecified)	·	3	-1	13	10	·	2	-8	-2.2	-10	-10
COc1cccc(CNC(=O)c2ccc(OCC(=O)N3CCOCC3)c(OC)c2)c1	5	-1	0	2	11	-2	5	13	-0.3	-6	4
COc1ccccc1CNC(=O)Cn1cc2c(n1)CCCC2	2	2	9	·	-33	0	3	7	1.9	-11	-9
CCOc1ccccc1C(c1c(O)nc(SC)[nH]c1=O)c1c(O)nc(SC)[nH]c1=O	-3	-2	-1	-2	-34	·	2	3	0.1	-5	·
CN(Cc1ccc(Cl)c(Cl)c1)C(=O)CN1C(=O)NC2(CCCC2)C1=O	-2	20	2	4	4	-3	-4	6	-0.2	-6	22
CC1CCc2c(sc(NC(=O)c3ccc(Cn4cc(Br)cn4)o3)c2C(N)=O)C1 (stereo unspecified)	2	-27	-2	4	-13	-11	-4	-57	0.5	-5	-32
CC(=O)Nc1ccc(NC(=O)c2ccc(C3SCC(=O)N3CCc3ccccc3)cc2)cc1 (stereo unspecified)	0	19	5	0	0	8	-1	16	2.0	-3	9
CCCCC(=O)NC(c1ccc(Cl)cc1Cl)c1ccc2cccnc2c1O (stereo unspecified)	·	54*	46	-3	-23	45	-1	-46	-0.6	-5	93*
CCC(=O)N(CC(=O)Nc1sc(C)c(C)c1C(N)=O)Cc1ccc(F)cc1	-2	27	0	-3	17	5	1	12	-0.3	4	-1
CCOc1ccc(Br)cc1S(=O)(=O)Nc1ccc(C(=O)OC(C)C(=O)N(C)c2ccccc2)cc1 (stereo unspecified)	4	17	-8	2	-23	8	2	12	3.3	-3	15
CCCCN(C(=O)Cc1ccc(S(=O)(=O)N2CCOCC2)s1)c1c(N)n(CC(C)C)c(=O)[nH]c1=O	·	1	8	-3	11	-8	-2	11	-0.3	-6	-2
O=C(CS(=O)(=O)c1ccccc1)Nc1nccs1	-1	-3	-1	8	-4	2	4	-1	-0.1	-2	11
O=c1[nH]c2ccccc2n1Cc1ccccc1	0	4	1	-4	4	-2	-7	14	0.9	-7	-6
O=C(Cc1ccc(NC(=O)C2CCCN(C(=O)CCc3ccccc3)C2)cc1)Nc1ccc(C(=O)N2CCOCC2)cc1 (stereo unspecified)	·	-13	-22	-3	-26	-11	0	3	-1.3	-2	7
Cc1cc(C)c(S(=O)(=O)NN=C2c3ccccc3[C@H]3Cc4csc[n+]4[C@@H]23)c(C)c1	·	·	·	·	-14	·	-3	10	-0.9	-7	·
Cc1cc(NC(=O)CSCCc2ccncc2)no1	1	1	5	-8	3	·	10	9	-0.3	-6	-4
CCOC(=O)Cc1csc(NC(=O)C(C)(C)CC)n1	-2	-76	-8	-5	-42	-24	7	-126	-1.7	-10	1
COc1cc(OC)cc(C(=O)NC(C(=O)NNC(=O)c2ccc(C)cc2)C(C)C)c1 (stereo unspecified)	4	-6	-2	-6	-32	7	5	-39	-1.3	-5	-17
O=C(c1cccc(F)c1)N1CCN(Cc2ccco2)CC1	-1	10	0	-5	-11	4	-3	17	3.8	-1	-11
O=c1cc(CNC2CCCCC2)c2ccccc2[nH]1	0	17	1	6	-6	7	1	5	4.7	-5	9
CCc1nc(SCC(=O)NC2CC2)c2c(C)c(C)sc2n1	4	24	-2	-6	-24	6	3	23	0.4	-3	18
CC1(C(=O)Nc2cccc(NS(C)(=O)=O)c2)CCN1Cc1ccccc1OC(F)F (stereo unspecified)	·	13	-5	-2	-6	·	-6	-2	-1.6	-5	1
O=C(c1ccccc1)N(CCCn1ccnc1)C(c1ccccc1)c1nc2ccccc2[nH]1 (stereo unspecified)	·	-82	9	·	-50	·	2	-131	-0.4	-5	-1
Cc1nc(Cl)cc(CS(=O)(=O)c2ccc(Cl)cc2)n1	2	-2	3	-3	-2	1	-5	3	0.5	-4	4
N#C/C(=C/c1cn(-c2ccccc2)nc1-c1cccc(OCc2ccc(F)cc2)c1)C(=O)NCCCn1ccnc1	-1	5	4	11	0	1	-8	6	2.1	-5	9
O=C1N[C@H](Cc2ccccc2)COC(=O)[C@@H](Cc2ccc(F)cc2)C/C=C\C[C@H]1CC(=O)N(CCO)Cc1ccccc1	·	23	58*	23	-7	-1	-2	13	-2.1	-3	24
COc1ccc(C2=[N+]([O-])C(C)(C)C(c3ccccc3)=N2)cc1	4	-5	5	-11	-14	2	-2	-1	0.5	-5	0
Cc1cccc(N/C(N)=N/c2nc(C)cc(=O)[nH]2)c1	3	-5	8	3	-21	5	8	5	0.3	-3	8
COc1cc(C(=O)N(Cc2ccccc2)c2cccc(C)c2)ccc1OCC(=O)N1CCOCC1	·	6	13	5	-6	·	-3	7	-1.5	-10	-6
CC(=O)C(C(c1ccccc1)N1CCCc2ccccc21)N1CCOCC1 (stereo unspecified)	·	-26	4	11	-3	8	-6	-25	-1.9	-7	79
CCN(CCn1cccn1)Cc1cn[nH]c1-c1ccc(-c2ccccc2)cc1	3	-82	-5	0	-46	-26	-2	-135	2.4	-4	6
COc1cc(OC)cc(C(=O)NNC(=O)c2cc(S(=O)(=O)N3CCOCC3)ccc2F)c1	4	4	-1	-9	8	-6	0	-5	0.1	-6	-1
Cn1cc(Br)c(NC(=O)/C=C/C(=O)O)n1	0	4	5	5	-14	7	-4	9	-0.3	-2	-5
O=c1c(-c2ccc(Br)cc2)coc2c(CN3CCCCC3)c(O)ccc12	·	-3	9	-51	-49	-40	-2	-11	-0.2	-19	5
Cc1ccc(S(=O)(=O)NCC2CCC(C(=O)NCCCN3CCOCC3)CC2)cc1 (stereo unspecified)	2	12	8	9	-3	-12	-3	14	2.2	-5	8
COc1ccc2c(Cl)c(C(=O)NCc3ccco3)sc2c1	0	-320	-4	-1	-91	-65	5	-278	0.7	-8	-51
Cc1nn(-c2ccccc2)c(C)c1C(=O)OCC(=O)Nc1cccc(S(N)(=O)=O)c1	4	-6	-2	0	-23	-14	-6	-55	-0.1	-6	-38
O=C(NCc1ccco1)Nc1cccc2ccccc12	·	-40	2	3	-56	-1	-2	-69	1.2	-5	-6
O=c1c2cn[nH]c2[nH]c(=S)n1-c1cccc(Cl)c1	-1	6	9	2	-30	0	1	-2	1.5	-11	-10
COc1ccc(-c2cnc3c(c2)CCC3(C#N)C#N)cc1	1	6	-3	-3	29	47	4	1	4.3	-4	7
Cc1cc(=O)[nH]c(N/N=C/c2c(C)oc3ccccc23)n1	-2	-14	11	7	-23	9	-2	-8	-0.2	7	-3
Cc1nnc(NC(=O)CCSc2ccccc2)s1	-2	-13	1	-8	-12	-1	2	-5	-1.6	-4	-18
Cc1cccc(NC(=O)c2ccc(Cl)c(S(=O)(=O)N3CCCC3)c2)n1	0	-69	-2	3	-19	-20	-2	-124	2.5	-7	-9
O=C(C1CCN(S(=O)(=O)N2CCOCC2)CC1)N1CCN(Cc2ccc3c(c2)OCO3)CC1	·	3	-7	-5	4	2	3	10	-1.7	·	-33
CN(Cc1ccccc1)C(=O)c1cccc(NC(=O)Cc2cccc([N+](=O)[O-])c2)c1	·	-7	1	-2	1	-7	-5	-17	-0.9	-4	20
Cc1ccc(S(=O)(=O)NCC(c2cccnc2)N(C)C)cc1 (stereo unspecified)	1	-48	-3	1	-19	-3	-2	-36	0.0	-4	1
O=C(COC(=O)c1cc(S(=O)(=O)N2CCCCC2)ccc1N1CCOCC1)NCCc1ccc(F)cc1	0	8	1	-1	-10	6	2	3	-0.2	-6	1
O=C(NCc1ccco1)C(=S)N1CCCC1	4	3	-4	0	6	-8	-24	4	-0.4	2	-3
CCOC(=O)c1ccc(NC(=S)N(CCCN2CCN(CC)CC2)Cc2ccco2)cc1	1	-1	2	-1	-2	-3	-9	2	-0.6	4	5
Cc1ccc(OCC(=O)Nc2ccc3c(c2)OCO3)c(C)c1	1	-328	-25	1	11	-87	2	-343	-0.7	0	-58
Cc1cc2[nH]c(=O)c(=O)[nH]c2cc1S(=O)(=O)Nc1cccc(Cl)c1C	0	-4	12	·	-14	3	-6	11	1.0	-4	-7

Later entries.
SMILES	NR2E3 ag-1	Peg3 promoter	H9c2 protect	PDI turbidity	NR2E3 ag-2	MITF TRPM1 inh	m5-HT2A agonist	HIF-2a inh	iPSC survival up	CaV13 FRET inh	Shn3 3UTR inh
O=C(NC1CCCCCCC1)C1CCC(CNc2c(N3CCCC3)c(=O)c2=O)CC1 (stereo unspecified)	-1	-2	-3	-1	-10	-2	2	8	-2.5	-6	-1
Cc1ccc(CNC(=S)Nc2ccc(OC(F)F)cc2C)cc1	2	6	-9	7	-12	-1	-3	20	-1.5	-5	1
CN(C(=O)c1ccncc1)c1nnc(-c2cccnc2)s1	0	0	2	11	-24	-15	0	-3	3.9	-4	-1
Nc1nonc1-n1nnc(C(=O)O)c1-c1cccs1	5	10	0	-1	-12	0	4	18	-2.5	-5	15
